tim23-1 inh = growth inhibitors of tim23-1 mutant yeast, primary screen, luminescence, uHTS. AID 463212, 2010. S. cerevisiae tim23-1 growth, BacTiter-Glo luminescence, 24 h. inhibition, % at 20 µM. 1.3% of 330,000 active;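 active = growth inhibition of the mutant yeast at or above 50%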;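 also: temperature-sensitive mutant grown at 25 °C; plate controls were DMSO-treated mutant yeast for no effect and medium wells lacking yeast for full effect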
CCR6 antag = CCR6 receptor antagonists, primary screen, cell-based, CHO-K1, luminescence, beta-arrestin, uHTS; CHO-K1 CCR6 PathHunter beta-arrestin, CCL20-stimulated; inhibition, % at 20 µM; AID 493098, 2011; 0.49% of 340,000 active;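 active = compounds whose inhibition of the agonist-driven luminescence signal at 20 µM reaches about 50%, limit read from the data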;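 also: cells stimulated with CCL20 at 14 nM final; plate controls were DMSO with CCL20 for no effect and DMSO without agonist for full effect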
CXCR6 inh = CXCR6 receptor inhibitors, primary screen, cell-based, beta-arrestin, luminescence, CHO-K1 PathHunter, 1536-well; C-X-C chemokine receptor type 6 (Homo sapiens), O00574; inhibition, % at 20 µM; 0.36% of 360,000 active; AID 602244, 2012; in the data active = inhibition above about 34%, passing the limit was not always enough;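 also: antagonist mode with CXCL16 agonist at 10 nM final; 0% = 10 nM CXCL16 with DMSO and 100% = unstimulated wells without agonist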
Target sequence (O00574 whole entry, looked up): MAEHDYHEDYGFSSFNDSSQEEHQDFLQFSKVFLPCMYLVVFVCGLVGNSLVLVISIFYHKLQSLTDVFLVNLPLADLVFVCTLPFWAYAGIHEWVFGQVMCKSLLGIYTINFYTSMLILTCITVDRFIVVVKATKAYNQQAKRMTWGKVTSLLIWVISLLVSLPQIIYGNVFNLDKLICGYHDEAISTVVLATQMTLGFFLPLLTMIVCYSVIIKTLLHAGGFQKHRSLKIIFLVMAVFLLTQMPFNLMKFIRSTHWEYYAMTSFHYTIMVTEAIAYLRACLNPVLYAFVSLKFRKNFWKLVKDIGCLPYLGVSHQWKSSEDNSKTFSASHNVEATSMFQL
CHOP UPR activ = activators of apoptotic CHOP UPR arm, primary screen, cell-based, CHO-CHOP luciferase reporter, luminescence, uHTS; activation, % at 10 µM; UPR activation; percent of tunicamycin response over DMSO baseline; 0.34% of 330,000 active;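 active = at 10 µM dose, activation of 40% or more, normalized to positive control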;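 also: 100% = tunicamycin at 10 µg/mL and 0% = DMSO alone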
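System: CHO CHOP reporter cells. Amount: 500 cells per well. Buffer or medium: F12 medium, 10% FBS. Compound dosing: one dose, 10 µM in 0.5% DMSO. Incubation: 6 h compound exposure at 37 °C after overnight seeding. Technique: Steady-Glo luciferase luminescence. Benchmarks: tunicamycin and DMSO controls.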
Mdm2-MdmX inh = inhibitors of human Mdm2-MdmX association, primary screen, cell-based, luminescence, split luciferase, SaOS-2, uHTS; Protein Mdm4 (Homo sapiens) + E3 ubiquitin-protein ligase Mdm2 (Homo sapiens), …; SaOS-2 split-luciferase Mdm2/MdmX complementation; inhibition, % at 8 µM; 3% of 330,000 active;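 active = inhibition of at least 50% at 8 µM in the primary screen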
APJ ag = agonists of human apelin receptor APJ, primary screen, CHO-K1 cells, PathHunter beta-arrestin, luminescence. activation, % at 20 µM. 0% DMSO wells, 100% apelin. P35414. 0.11% of 330,000 active;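 active = activation more than six SD over the plate average, tested at 20 µM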;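 also: 0% = DMSO alone and 100% = apelin-13 at 10 nM; some results filed as inactive read as strong as hits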
Target sequence (P35414 whole entry, looked up): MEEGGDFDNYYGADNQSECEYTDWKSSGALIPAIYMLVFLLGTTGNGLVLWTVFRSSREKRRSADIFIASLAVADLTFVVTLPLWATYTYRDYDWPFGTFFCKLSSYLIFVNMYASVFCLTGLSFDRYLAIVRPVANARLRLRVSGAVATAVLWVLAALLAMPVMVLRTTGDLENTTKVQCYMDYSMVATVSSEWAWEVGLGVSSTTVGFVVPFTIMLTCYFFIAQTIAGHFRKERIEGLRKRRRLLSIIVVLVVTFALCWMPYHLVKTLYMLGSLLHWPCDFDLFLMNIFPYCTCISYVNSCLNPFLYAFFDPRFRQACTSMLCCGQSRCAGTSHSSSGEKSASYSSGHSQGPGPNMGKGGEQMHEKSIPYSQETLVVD
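Test system – PathHunter CHO-K1 APJ (AGTRL-1) beta-arrestin reporter cells · Input – 1000 cells/well · Compound – single test compound dose, 20 µM final, 1% DMSO · Times – compound stimulation 90 min at 25 °C, detection 60 min · Technique – beta-gal luminescence · Read-out basis – APJ–arrestin association signal · Control set – negative DMSO alone, positive Apelin-13 at 10 nM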
UPR XBP1 act = activators of adaptive XBP1 UPR arm, primary screen, cell-based, CHO-XBP1 luciferase reporter, luminescence, uHTS. IRE1-XBP1 UPR activation; percent of tunicamycin response, DMSO as zero. activation, % at 20 µM. 0.33% of 330,000 active. AID 463104, 2010;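 active = versus positive control, 20 µM dose yields 30% or more activation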;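 also: 100% = tunicamycin at 10 µg/mL and 0% = DMSO only wells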
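Assay system: CHO-XBP1 luciferase reporter cells; Schedule: 6 h treatment, 37 °C; Detection: glow luminescence from Steady-Glo reagent; Benchmarks: high control tunicamycin 10 µg/mL final, low control DMSO vehicle only.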
EBI2 antag = EBI2 receptor antagonists, beta-arrestin recruitment, primary screen, cell-based, luminescence, 7a,25-OHC stimulation, uHTS. 7a,25-OHC stimulated. 0.81% of 360,000 active. G-protein coupled receptor 183 (Homo sapiens), P32249. inhibition, % at 5 µM; in the data active = inhibition above about 38%;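 also: enzyme fragment complementation signal reports receptor beta-arrestin coupling in cells; 0% = agonist plus DMSO wells and 100% = wells without agonist; some results beyond the cut were filed as inactive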
APJ antagonist = antagonists of human apelin receptor APJ, primary screen, CHO-K1 cells, beta-arrestin complementation, luminescence; 0.32% of 330,000 active; AID 2521, 2010; inhibition, % at 20 µM; P35414;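 active = inhibition above about 40% at 20 µM, limit read from the data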;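 also: cells challenged with 10 nM apelin-13 agonist together with compound; plate controls were apelin-13 plus DMSO wells for no effect and DMSO wells lacking apelin-13 for full effect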
Numbers without * were called inactive. This is a subset, so the mix of outcomes need not match the whole.

The line under a structure holds: CHOP UPR activ, Mdm2-MdmX inh, CCR6 antag, APJ antagonist, APJ ag, EBI2 antag, UPR XBP1 act, CXCR6 inh, tim23-1 inh
(1) CC1CCCN(CC(=O)N2c3ccccc3Sc3ccccc32)C1 (configuration not stated)
    1.3, 2, 15, 9, -1, 4, 0, -4, -22
(2) O=P(c1ccccc1)(c1ccccc1)C(O)c1ccncc1 (configuration not stated)
    -2.3, -12, -4, 4, -5, -11, -1, 1, 6
(3) Cn1c(SCC(=O)Nc2ccccc2F)nnc1-c1cccs1
    1.8, -1, 6, 6, 1, 5, 2, 1, 5
(4) Cc1cccc(NC(=O)CSc2nc3ccccc3nc2N2CCCC2)c1C
    -0.5, 10, 15, -8, 0, 18, 0, -11, 24
(5) N/C(Cc1ccc([N+](=O)[O-])cc1)=N\OC(=O)c1ccc([N+](=O)[O-])cc1
    0.1, 16, -4, -47, 9, 11, -2, -15, 67*
(6) CCCCNC(=O)O[C@H]1C[C@@H]2CCN3C(=O)CCC(C)(C)[C@H](C1)[C@H]23
    1.1, 8, 14, -10, 6, 2, -2, 10, 4
(7) COc1cc(NC(=O)c2cccnc2)c(OC)cc1NC(=O)c1ccc(Br)cc1
    0.5, 31, 12, -8, -2, 13, -3, 1, -17
(8) O=C(CC12CC3CC(CC(C3)C1)C2)Nc1cccc2ncccc12
    -1.8, -2, -2, -4, -4, 7, -2, 6, 20
(9) CCCCN(C(=O)c1cc(-c2ccc(F)cc2)nc2ccccc12)c1c(N)n(CCCC)c(=O)[nH]c1=O
    0.0, 15, 11, 2, -1, -6, -1, -17, 9
(10) OC(COc1ccc(OCC(O)CN2CCCCCC2)cc1)CN1CCCCCC1 (configuration not stated)
    0.1, 34, -3, 9, -1, 0, -1, -9, -15
(11) COc1ccc(C)cc1NC(=O)CN(C)S(=O)(=O)c1ccc2c(c1)c(=O)n(C)c(=O)n2C
    0.8, 27, -4, -6, 2, -16, -3, 3, 11
(12) CCOC(=O)c1ccc(S(=O)(=O)NC2CCCCCCC2)n1C
    -0.3, 10, 4, 0, -3, 2, -3, 6, 37
(13) Cc1ccc(-c2nc(CS(=O)CC(=O)NCCN3CCCCC3C)c(C)o2)cc1 (configuration not stated)
    -0.8, 23, 10, 18, -6, -4, -7, 5, 10
(14) Cc1cc(NC(=O)CSc2nnc(Cn3c(=O)sc4ccccc43)n2-c2ccccc2C)no1
    -0.4, -3, 3, 16, -5, 2, -2, 8, -3
(15) OCCNc1nc(Nc2ccccc2)nc(Nc2ccccc2)n1
    3.5, 22, 2, -16, -1, -9, 2, -11, 20
(16) O=C1CC(c2ccc3c(c2)OCO3)Sc2nc3ccccc3n21 (configuration not stated)
    -3.7, 54*, 2, 17, -5, 11, -7, 7, 1
(17) COc1ccc(N/C(N)=N/c2nc(C)cc(=O)[nH]2)cc1
    3.2, 21, -2, -3, -3, -11, -1, -7, -6
(18) O=C(O)C1CCCCC1C(=O)NCCc1cccc(Cl)c1 (configuration not stated)
    -0.1, -18, -15, -12, 1, 6, 0, 3, 19
(19) Cc1cccc(NC(=O)CSc2ccc3nnc(-c4cccnc4)n3n2)c1
    1.7, 10, -3, 25, -1, -3, -3, 2, 4
(20) COc1ccc(-c2oc3cc(O)c(OC)c(O)c3c(=O)c2OC)cc1
    4.5, 27, 12, 9, -6, 0, 3, 9, 43

Going on with the list.
The line under a structure holds: CHOP UPR activ, Mdm2-MdmX inh, CCR6 antag, APJ antagonist, APJ ag, EBI2 antag, UPR XBP1 act, CXCR6 inh, tim23-1 inh
(21) CC1(C)Oc2ccc3ccc(=O)oc3c2/C(=C/Nc2ccccc2)C1=O
    -0.4, 12, 19, 3, -5, 14, 3, -2, 26
(22) CNC(=O)/C(C#N)=C/c1cc(C)n(-c2ccc(N3CCOCC3)cc2)c1C
    1.6, 21, 8, -12, 4, -7, -1, -4, -21
(23) Cn1cnnc1SCC(=O)NN(c1ccccc1)c1ccccc1
    0.2, 4, -2, -16, -3, -2, 3, -2, 6
(24) CCOC(=O)c1ccccc1NC(=S)N1CCC(C)CC1
    -0.3, -19, 19, 3, -4, -4, 5, 3, 9
(25) CCOC(=O)C1CCN(C(=O)c2c(-c3c(F)cccc3Cl)noc2C)CC1
    1.5, 1, 17, -3, 0, 3, 1, -2, 4
(26) COc1ccc(CCNC(=O)CSc2nnc(Cc3cccn3C)n2C)cc1OC
    1.2, -38, -6, 11, -1, -4, -2, -1, 7
(27) CSc1ncccc1C(=O)Nc1ccc(F)c(F)c1F
    0.3, 20, 2, 18, -1, -2, -2, 0, -12
(28) CNc1ccc(/C=C(\CCC(=O)O)c2nc3ccccc3s2)cc1[N+](=O)[O-]
    -1.0, 1, 30, 29, 1, -5, -2, 18, 24
(29) CCOC(=O)N1CCN(S(=O)(=O)c2ccc(C(=O)Nc3sc4c(c3C(N)=O)CCN(CC)C4)cc2)CC1
    -2.7, 79*, 14, -1, -1, 0, 0, 7, -1
(30) Cc1cc(SCC(=O)c2ccccc2)n2ncc(-c3ccccc3)c2n1
    5.8, -2, 11, 25, -2, 19, 3, 10, 27
(31) COc1cc2ccccc2cc1C(=O)Nc1nc(C)c(C(C)=O)s1
    1.5, 2, 11, 1, -5, 7, 6, 2, -11
(32) CN(C(=O)COC(=O)c1cc(F)c(F)cc1Cl)c1ccccc1
    1.3, -7, 0, 15, 0, 7, 3, 1, 46
(33) Fc1ccc(CCNC(=S)Nc2ccc(F)cc2)cc1
    5.7, -24, 8, 8, 0, 10, 1, -2, 10
(34) Cn1nc(-c2ccc(N3CCN(CCO)CC3)c([N+](=O)[O-])c2)c2ccccc2c1=O
    -1.7, 45, 27, -19, 1, -1, 2, 0, 1
(35) C#CCn1cc[n+](CC(=O)N(C)C)c1
    -0.6, -20, 2, 7, -2, -29, -2, 0, 16
(36) CCN(CC)S(=O)(=O)c1ccc(NC(=O)Cn2c(=O)sc3ccccc32)cc1
    -0.5, -12, 0, 8, 0, -2, 1, 7, 12
(37) O=C(N/N=C/c1ccccc1[N+](=O)[O-])c1ccc2nc[nH]c2c1
    2.9, -19, 1, 19, 3, -6, 1, -3, 3
(38) Cc1ccc(-n2c(CNc3ccc(F)cc3)nnc2SCC(=O)N2CCCC2)cc1
    0.3, 10, 10, 0, -2, 4, 2, 5, 10
(39) COc1ccc(CN2CC34C=CC(O3)C(C(=O)O)C4C2=O)cc1 (configuration not stated)
    -1.8, 7, -1, -50, -4, -6, -2, -2, 16
(40) Cc1ccc(CN2C(=O)C(=O)c3cc(C)ccc32)cc1
    4.1, 67*, 23, 21, -2, -11, 35*, 6, 79*

Full records, quoted from the list.
CNC(=O)/C(C#N)=C/c1cc(C)n(-c2ccc(N3CCOCC3)cc2)c1C is entered as CHOP UPR activ: 1.6; Mdm2-MdmX inh: 21; CCR6 antag: 8; APJ antagonist: -12; APJ ag: 4; EBI2 antag: -7; UPR XBP1 act: -1; CXCR6 inh: -4; tim23-1 inh: -21
Cn1cnnc1SCC(=O)NN(c1ccccc1)c1ccccc1 is entered as CHOP UPR activ: 0.2; Mdm2-MdmX inh: 4; CCR6 antag: -2; APJ antagonist: -16; APJ ag: -3; EBI2 antag: -2; UPR XBP1 act: 3; CXCR6 inh: -2; tim23-1 inh: 6

Other entries.
The line under a structure holds: CHOP UPR activ, Mdm2-MdmX inh, CCR6 antag, APJ antagonist, APJ ag, EBI2 antag, UPR XBP1 act, CXCR6 inh, tim23-1 inh
(41) CCCc1cc(=O)[nH]c(SCC(=O)N(CC(C)C)C2CCS(=O)(=O)C2)n1 (configuration not stated)
    -2.0, -5, -4, 9, -3, 1, 2, 0, -1
(42) CCOC(=O)C1=CC[C@@H](c2cc3cc(OC)ccc3n2C)N(S(=O)(=O)c2ccc(C)cc2)[C@H]1C(=O)OCC
    0.2, 0, 15, 0, -2, 5, 0, 1, 8
(43) CC(C)CNC(=O)CSc1nnc(-c2ccc(Cl)cc2)n1N
    0.4, 16, 1, -29, -2, 5, 6, -6, 2
(44) CC(=O)c1c(C)[nH]c(C(=O)Nc2cccc(C)n2)c1C
    0.1, -27, -4, -8, -5, -13, -5, -4, 10
(45) CCCOc1ccc(/C=C2/C(=O)ON=C2C)cc1Cl
    2.0, 15, -15, -3, 3, -9, 4, -20, 23
(46) CCN1C(=O)N[C@@H](c2cccs2)C(C(=O)OC)=C1C
    0.1, 1, 4, -62, 2, -12, -3, -15, 16
(47) O=C(O)c1cccc(N/N=C/c2ccc(OC(F)(F)F)cc2)c1
    -8.2, -149, -5, 12, -1, -5, -10, -10, 30
(48) CC(=O)c1ccc(NC(=S)NC(=O)/C=C/c2ccco2)cc1
    2.7, -2, 25, 21, -1, 0, -1, -1, 4
(49) COc1ccc(CN(C(=O)c2cc3ccccc3oc2=O)C2CCCCC2)cc1OC
    5.9, -17, -5, 9, -2, -1, 5, -1, 30
(50) CC(c1ccon1)N(C)Cc1cn(Cc2ccccc2)nc1-c1ccc2c(c1)OCO2 (configuration not stated)
    -1.9, 34, 13, 20, -2, 3, 0, 2, 27
(51) CCOC(=O)c1c(CC(C)C)csc1N
    2.3, -6, 4, 12, -1, -13, -3, -2, -3
(52) O=C(CN1CCN(S(=O)(=O)c2ccc(F)cc2)CC1)Nc1ccc(Cl)c(C(F)(F)F)c1
    6.4, 49, -9, 6, -1, 22, -1, -8, 31
(53) Cn1cnnc1SCC(=O)NNC(=O)COc1ccc(Br)cc1
    0.0, -3, -13, 0, -2, 7, 2, 7, 4
(54) CCCN1C(=O)C(=O)c2cc(Cl)ccc21
    2.0, 73*, 19, -14, -3, -25, 25, 4, 61*
(55) COc1cccc(C2C(C(=O)c3cccs3)=C(O)C(=O)N2CCN2CCOCC2)c1OC (configuration not stated)
    -0.4, -1, 12, -6, -1, 3, -4, 6, 8
(56) CCOc1ccc(NS(=O)(=O)c2ccc(C(=O)NCC(c3ccc(OC)cc3)N3CCOCC3)cc2)cc1 (configuration not stated)
    -1.5, 13, 2, 19, -4, 8, -1, 4, -5

High-throughput results as filed in PubChem BioAssay.
